# Screening data (PubChem)
# N370S GC mod: inhibits or activates N370S mutant glucocerebrosidase. P04062. N370S GC spleen homogenate, 4MU-glucoside fluorescence. Potency, µM (series often up to 59.4 µM), for inactives: top-dose activity change, negative = inhibition, usual class: inhibitors. hit rate 0.092% among 330,000;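 further: 0% = full enzyme activity and -100% = no enzyme basal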
# TDP1 block: blocks human tyrosyl-DNA phosphodiesterase 1. Potency, µM (series often up to 130 µM), without a hit: at the highest dose activity change, negative = inhibition, hits mostly inhibitors. hit rate 0.28% among 350,000. AID 485290. recombinant TDP1, AlphaScreen DNA substrate cleavage. Q9NUW8; further: nearly all actives have a fitted effect of over 40% in size
# Target sequence (Q9NUW8 whole entry, looked up): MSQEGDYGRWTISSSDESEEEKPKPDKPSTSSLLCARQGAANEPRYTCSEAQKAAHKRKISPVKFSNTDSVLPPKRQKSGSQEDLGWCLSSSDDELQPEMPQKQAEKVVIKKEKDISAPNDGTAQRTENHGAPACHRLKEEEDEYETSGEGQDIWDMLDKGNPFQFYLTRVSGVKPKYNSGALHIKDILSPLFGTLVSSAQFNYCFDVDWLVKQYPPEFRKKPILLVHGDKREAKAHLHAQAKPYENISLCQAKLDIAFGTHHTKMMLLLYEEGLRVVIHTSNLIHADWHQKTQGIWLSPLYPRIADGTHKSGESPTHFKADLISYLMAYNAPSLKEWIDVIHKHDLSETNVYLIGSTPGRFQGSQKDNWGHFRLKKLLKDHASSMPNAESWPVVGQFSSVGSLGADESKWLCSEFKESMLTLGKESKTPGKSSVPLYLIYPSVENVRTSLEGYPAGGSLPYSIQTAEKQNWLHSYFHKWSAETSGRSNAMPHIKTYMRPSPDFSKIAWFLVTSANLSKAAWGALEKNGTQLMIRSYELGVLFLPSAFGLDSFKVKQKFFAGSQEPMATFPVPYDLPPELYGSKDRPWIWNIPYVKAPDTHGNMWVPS
#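 Recombinant E. coli-expressed Tdp1 (1 nM) preincubated with compound 15 min at RT, then 5'-biotin/3'-phosphotyrosine-FITC DNA substrate (15 nM) added for 5 min. AlphaScreen beads (10 ug/ml) added, 10 min RT; tyrosine-FITC cleavage read as signal loss.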
# FEN1 inh: inhibitors of human flap endonuclease 1. P39748. Recombinant FEN1 flap cleavage, fluorescence, 15 min. Potency, µM (series often up to 114 µM), inactives show at the top dose activity change, negative = inhibition, actives largely listed as inhibitors. hit rate 0.35% among 390,000. AID 588795; further: nearly all actives have a fitted effect of over 65% in size
# Target sequence (P39748 whole entry, looked up): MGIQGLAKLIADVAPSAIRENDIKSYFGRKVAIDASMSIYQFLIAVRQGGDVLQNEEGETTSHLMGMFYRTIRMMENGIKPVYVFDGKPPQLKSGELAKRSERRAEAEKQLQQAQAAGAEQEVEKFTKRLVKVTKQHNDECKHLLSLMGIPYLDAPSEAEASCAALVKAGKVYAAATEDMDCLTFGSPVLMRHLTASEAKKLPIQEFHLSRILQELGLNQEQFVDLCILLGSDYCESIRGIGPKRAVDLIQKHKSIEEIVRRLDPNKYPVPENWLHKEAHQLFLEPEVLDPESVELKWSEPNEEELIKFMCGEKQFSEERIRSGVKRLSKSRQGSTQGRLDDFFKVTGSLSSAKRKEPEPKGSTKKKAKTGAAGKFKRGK
#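 Read-out was taken twice, immediately and after 15 min, following addition of 50 nM substrate to 10 nM FEN1 that had sat with test compound for 15 min at room temperature. Curves came from a four-parameter Hill model.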
# * marks the source's active call; other numbers are inactive results; ? = inconclusive; . = not tested or not shown; & = joins results of further samples; [ ] = another dose, or the depositor's remark. The call rests on the fitted dose curve; in most records, active means well fitted curve in the direction sought with a large enough effect; inconclusive means small, poorly fitted or top-dose-only effect, or another doubt; inactive means no such curve, though single readings can be large; an effect the other way counts as inactive or inconclusive. Unless noted, on the % scale 0 is the no-effect control and ±100 the full control effect; potency means the concentration at half of the fitted maximal effect.
SMILES,N370S GC mod,TDP1 block,FEN1 inh
O=C1c2ccccc2C(=O)N1c1ccc(Br)c2cccnc12,-16%,3%,5%
C(=C\c1ccccc1)/CSc1nnc(-c2cccnc2)o1,-23%,6%,2%
CC1(C)Cc2c(cnn2-c2ccc(F)cc2)C(NC(=O)CN2CCCC2=O)C1 (stereo unspecified),-7%,2%,-7%
CCc1c(C)sc(NC(=S)N2CCN(CC)CC2)c1C(=O)OC,-1%,3%,3%
O=C(O)CCCC(=O)Nc1ccccc1-n1ccnc1,-8%,1%,-12%
COc1ccc(C(CC(=O)N2CCCC(C)C2)c2c(OC)cc(OC)c3ccc(=O)oc23)cc1 (stereo unspecified),?,-2%,-15%&-21%
O=C(NCc1ccc(F)cc1)c1ccc2c(c1)nc1n2CCCCC1,.,5%,-9%
Cc1cccc(N2C(=S)NC3c4cc(Cl)ccc4OC2(C)C3C(=O)N(C)C)c1 (stereo unspecified),3%,8%,-4%
Cc1ccc(-c2nc(C)sc2CC(=O)OCC(=O)Nc2cccc([N+](=O)[O-])c2)cc1,-9%,5%,-8%
Cc1cc(S(=O)(=O)N2CCN(c3ccc(F)cc3)CC2)c(C)s1,-1%,0%,-17%
COc1cc2nc(NC(=O)c3ccc(S(=O)(=O)N4CCCC4)cc3)sc2cc1OC,.,6%,-2%
CCCC(=O)Nc1ccc(NC(=O)Cc2ccccc2)cn1,8%,0%,-2%
NC(=O)C1CCN(C(=O)CCSCc2ccccc2)CC1,-6%,6%,-7%
OC[C@H]1OC(O)[C@H](O)[C@@H]1O (stereo partly specified),-9%,.,-7%
Cn1c(SCC(=O)NCC2COc3ccccc3O2)nnc1C(F)(F)F (stereo unspecified),.,1%,-3%
Nc1cccc2c3c(oc12)CCCC3,-1%,8%,18%
CC(C)Cn1c(S(=O)(=O)O)nc2ccccc21,10%,1%,-2%
COc1ccc(NC(=O)CC2C(=O)N(Cc3cccs3)C(=S)N2C(C)C)cc1 (stereo unspecified),19%,8%,7%
COc1ccccc1NC(=S)N(CCc1ccc(OC)c(OC)c1)Cc1ccccn1,6%,11%,-10%
Cc1ccc(SCC(=O)OCC(=O)N(C)CC(=O)Nc2ccccc2Cl)cc1C,2%,1%,-11%
CC1CCc2nn(CC(=O)NCc3ccco3)cc2C1 (stereo unspecified),-6%,0%,3%
NC(=O)Nn1c(CCC(=O)O)ccc1-c1ccc(Cl)cc1,-3%,.,-1%
O=C(Nc1cccc(N=Cc2cc(Br)cc(Br)c2O)c1)c1ccco1,15%,5%,-13%
COc1ccccc1NC(=O)CCc1nc(-c2cccs2)no1,-3%,4%,2%
Cc1nc(N2CCOCC2)nc(OCCN(C)C)c1[N+](=O)[O-],4%,6%,12%
Cc1cccc(C)c1NC(=S)N(CCN(C)C)C(C)c1cccnc1 (stereo unspecified),10%,8%,-1%
COc1ccc(-n2c(=O)c3ccc(C(=O)NCc4ccc(C)cc4)cc3n(Cc3ccc(Cl)cc3)c2=O)cc1,.,-2%,21%
CC1(C)OC(=O)C(=CNc2ccccn2)C(=O)O1,5%,0%,4%
COc1cc(OC)cc(C(=O)NCC(=O)OCc2ccc(Cl)c(Cl)c2)c1,.,-4%,-4%
CCOC(=O)CC1C(=O)NCCN1S(=O)(=O)c1cc(Cl)c(Cl)cc1Cl (stereo unspecified),2%,4%,-2%
COc1ccc(-c2cn3cccnc3n2)cc1NC(=O)C1CCCC1,11%,-1%,-2%
c1ccc(-c2ccc3c(c2)NC(C2Nc4cc(-c5ccccc5)ccc4O2)O3)cc1 (stereo unspecified),-6%,6%,13%
CCOC(=O)NNC(=O)CCn1c2c(c3ccccc31)CCCC2,-28%,4%,-7%
CC(=O)N1CCc2cc(S(=O)(=O)NC(CC(C)C)C(=O)NCc3ccccc3Cl)ccc21 (stereo unspecified),.,2%,-11%
Cc1ccc(S(=O)(=O)NCC(=O)N(CC2CCCO2)C(C(=O)NCC2CCCO2)C(C)C)cc1 (stereo unspecified),-3%,.,6%
COc1ccc2[nH]c(=O)c(CN(C(=O)c3ccncc3)C(C)C)cc2c1,-4%,5%,8%
COc1ccc(/C=N/NC(=O)CC(=O)NCc2cccnc2)cc1,6%,6%,8%
CCCCn1c(N)c(N(CC(C)C)C(=O)c2cc(C)oc2C)c(=O)[nH]c1=O,0%,4%,-5%
CN(CC(=O)Nc1ccccc1Br)C(=O)c1cccnc1Nc1cccc(C(F)(F)F)c1,-6%,1%,-15%
COc1ccc(-c2c(C#N)c(N)n(N)c(=O)c2C#N)cc1Cl,-5%,6%,-6%
CC(C)Oc1ccc(C(=O)NN2C(=O)NC3(CCCCC3)C2=O)cc1,.,1%,0%
CC1CCN(CCCCOc2ccc(C(C)(C)C)cc2)CC1,-6%,.,-15%
CCOC(=O)c1ccccc1NC(=O)COC(=O)c1cc([N+](=O)[O-])ccc1N1CCOCC1,?,-1%,-7%
COc1ccc(C(CNC(=O)c2cc(C)oc2C)N2CCOCC2)cc1 (stereo unspecified),-5%,0%,6%
COc1ccccc1Nc1nnc(SCC(=O)N2CCCC2=O)s1,5%,-4%,-3%

# An excerpt from above in order of molecular weight, falling.
SMILES,N370S GC mod,TDP1 block,FEN1 inh
COc1ccc(-n2c(=O)c3ccc(C(=O)NCc4ccc(C)cc4)cc3n(Cc3ccc(Cl)cc3)c2=O)cc1,.,-2%,21%
CN(CC(=O)Nc1ccccc1Br)C(=O)c1cccnc1Nc1cccc(C(F)(F)F)c1,-6%,1%,-15%
CC(=O)N1CCc2cc(S(=O)(=O)NC(CC(C)C)C(=O)NCc3ccccc3Cl)ccc21 (stereo unspecified),.,2%,-11%
COc1ccc(C(CC(=O)N2CCCC(C)C2)c2c(OC)cc(OC)c3ccc(=O)oc23)cc1 (stereo unspecified),?,-2%,-15%&-21%
CCOC(=O)c1ccccc1NC(=O)COC(=O)c1cc([N+](=O)[O-])ccc1N1CCOCC1,?,-1%,-7%
COc1ccccc1NC(=S)N(CCc1ccc(OC)c(OC)c1)Cc1ccccn1,6%,11%,-10%
COc1cc(OC)cc(C(=O)NCC(=O)OCc2ccc(Cl)c(Cl)c2)c1,.,-4%,-4%
Cn1c(SCC(=O)NCC2COc3ccccc3O2)nnc1C(F)(F)F (stereo unspecified),.,1%,-3%
CCCCn1c(N)c(N(CC(C)C)C(=O)c2cc(C)oc2C)c(=O)[nH]c1=O,0%,4%,-5%
O=C1c2ccccc2C(=O)N1c1ccc(Br)c2cccnc12,-16%,3%,5%
CC(C)Oc1ccc(C(=O)NN2C(=O)NC3(CCCCC3)C2=O)cc1,.,1%,0%
O=C(NCc1ccc(F)cc1)c1ccc2c(c1)nc1n2CCCCC1,.,5%,-9%
COc1ccc(-c2cn3cccnc3n2)cc1NC(=O)C1CCCC1,11%,-1%,-2%
COc1ccccc1NC(=O)CCc1nc(-c2cccs2)no1,-3%,4%,2%
CCCC(=O)Nc1ccc(NC(=O)Cc2ccccc2)cn1,8%,0%,-2%
C(=C\c1ccccc1)/CSc1nnc(-c2cccnc2)o1,-23%,6%,2%
O=C(O)CCCC(=O)Nc1ccccc1-n1ccnc1,-8%,1%,-12%

# Next entries follow:
SMILES,N370S GC mod,TDP1 block,FEN1 inh
CN(C)c1nc(F)c(F)c(S(=O)(=O)c2ccccc2)c1F,-12%,.,-3%
CC(C)(C)NC(=O)CN(Cc1cccs1)C(=O)CN1C(=O)C(=O)c2ccccc21,15%,7%,16%
CC(C)=CCN1CCN(Cc2cc3ccccc3[nH]2)CC1CCO (stereo unspecified),-1%,.,0%
COc1cccc(NC(=S)N2c3ccccc3CC2C)c1 (stereo unspecified),-3%,1%[56.1 µM],5%
COc1ccccc1NS(=O)(=O)c1ccc(N2CCOCC2)c(NC(=O)c2ccco2)c1,25%,3%,1%
O=C(Cc1ccccc1)Nc1cc(-c2nc3cc(Cl)ccc3o2)ccc1Cl,.,5%,20%
CC(C)(C)n1nc2c(c1NC(=O)Cc1cccs1)CSC2,0%,7%,.
O=C(CCN1CCc2ccccc2C1)Nc1ccc(F)cc1,-5%,2%,0%
Cc1nc(N2CCOCC2)c(C#N)c2c1COC(C)(C)C2,16%,2%,3%
CCCCC(=O)Nc1cc(-c2nc3ccccc3o2)ccc1OC,.,0%[12.3 µM],-4%
Cc1ccccc1Nc1nc(=O)c2cc([N+](=O)[O-])ccc2s1,6%,3%,-16%
COc1ccc(CNC(=O)c2c(F)c(F)c(F)c(F)c2F)cc1,24%,4%,0%
Cc1ccn2c(NCc3ccc4c(c3)OCO4)c(-c3ccc(O)cc3)nc2c1,13µM*,1%,-8%
CC(C)NC(=S)NC(=O)/C=C/c1cccc2ccccc12,-2%,5%,-6%
Cc1ccc(P(C)(=O)c2ccc(C)cc2)cc1,3%,1%,-3%
CCOC(=O)C(=CNc1nc(-c2ccccc2)c(C(=O)Nc2ccc(-c3ccccc3)cc2)s1)C(=O)OCC,-20%,2%,-3%
CC(=O)N1CCCc2cc(S(=O)(=O)CCC(=O)N3CCN(c4cccc(C)c4)C(C)C3)ccc21 (stereo unspecified),-4%,-5%,3%
CCCn1c(N)c(C(=O)COc2ccc(Br)cc2F)c(=O)n(C)c1=O,?,3%,-13%
COc1ccc(-c2cn(Cc3ccc4c(c3)C(=O)c3ccccc3C4=O)nn2)cc1,0%,.,-16%&-23%
COc1cc2c(cc1OC)C(C1C(=O)CC(C)(C)CC1=O)N(C(=O)CCl)CC2 (stereo unspecified),5%,-1%,?
O=C(CCNC(=O)c1ccc(Br)cc1)NCc1ccco1,-5%,-21%,25%
C/C(=N\NC(=O)c1ccc(N(C)C)cc1)c1cccnc1,-1%,1%,-14%
CC(NC(=O)CSc1nc2c(cc1C#N)CN(C)CC2)c1ccccc1 (stereo unspecified),-1%,4%,-11%
CCCCCCCC[C@@H](O)/C=C/C=C/C=C\[C@@H](O)CCCC(=O)O,-28%,2%,.
COC(=O)c1ccc(-c2ncc[nH]2)cc1,8%,-3%,15%
CN(C)S(=O)(=O)c1cccc(-c2nn(-c3ccccc3)cc2/C=C2\SC(=S)NC2=O)c1,6%,5%,?
COc1c(O)cccc1-c1nnn(CCC(=O)OCC(=O)c2ccccc2)n1,13%,3%,0%
CCN(CC)Cc1cc(CC(C(N)=O)C(N)=O)ccc1OC,-1%,-4%,-10%
CCCn1nnnc1NCc1c(F)cccc1Cl,-3%,0%,14%
CC(=O)c1ccc(N(CC(=O)NC2CCCC2)C(=O)CCC(=O)Nc2cc(C)on2)cc1,-15%,.,-10%

# Limited to N370S GC mod, for two of the compounds above:
molecule	N370S GC mod
CCCn1c(N)c(C(=O)COc2ccc(Br)cc2F)c(=O)n(C)c1=O	?
COc1ccc(-c2cn(Cc3ccc4c(c3)C(=O)c3ccccc3C4=O)nn2)cc1	0%

# Next records
SMILES,N370S GC mod,TDP1 block,FEN1 inh
COc1ccc(Oc2nc(-c3ccccc3)ncc2C(=O)O)cc1,-1%,1%,14%
COc1ccccc1N1CCN(C(=O)c2ccc(S(=O)(=O)N3CCCC3)cc2)CC1,2%,5%,-3%
O=C1N=C(N2CCCCC2)S/C1=C\c1ccncc1,12%,-1%,-2%
CCCCCC(=O)Nc1ccc(-c2nnc3n2CCCCC3)cc1,-4%,2%,14%
COc1cc(C)c(Cl)cc1S(=O)(=O)n1cnc(C)c1,-1%,2%,-13%
O=C(Nc1ccc2oc(=O)ccc2c1)c1cccnc1Cl,9%,2%,3%
Cc1sc2ncn(CC(=O)N3CCCCC3)c(=O)c2c1S(=O)(=O)N1CCC(C)CC1,-2%,0%,-3%
Clc1ccc(Cc2nc(-c3ccncc3)no2)cc1,6%,7%,1%
CCCCCCN(C(=O)CCCCCN1C(=O)NC(c2ccc(-c3ccccc3)cc2)C(C(=O)OCc2ccccc2)=C1C)C(C(=O)NCCCC)c1cccc(C(=O)OC)c1 (stereo unspecified),-2%&-3%,5%&8%,.
O=C(CSc1nc2ccccc2c(=O)n1-c1ccc(F)cc1)NCc1ccco1,10%,-1%,10%
c1cncc(C(c2nnnn2C2CCCCC2)N2CCN3CCCC3C2)c1 (stereo unspecified),-12%,9%[56.1 µM],5%
CCC(CC)NC(=O)Nc1ccccc1C(F)(F)F,-1%,.,-7%
COc1cc(C(=O)Oc2cccc(Nc3ncnc4ccccc34)c2)cc(OC)c1OC,3%,7%,-6%
Cc1cc(=O)c2c(O)c3c(O)cc(=O)c4c3c3c(cc(O)c1c23)C(C)(C)C=4O,7%,8%&9%,.
COc1ccc(CCNC(=O)C2CCN(S(C)(=O)=O)CC2)cc1OC,-3%,-3%,5%
CC[C@]12c3[nH]c4cc(CCC(=O)N(C)C)ccc4c3CCN1C(=O)[C@@H](CC(=O)NCCC1=CCCCC1)C[C@@H]2C(=O)N1CCN(C(=O)C2CC2)CC1,.,0%[56.1 µM],-2%
CC(=O)c1c(C)nc2nonc2c1N,1%,4%,-1%
CCn1ccnc1C(O)(c1ccccc1)c1ccccc1,0%,.,-9%
COC(=O)c1c(C)[nH]c(C(=O)CC#N)c1C,-4%,0%,-2%
CN1C(=O)CC(NNC(=O)c2ccc(Cl)cc2)C1=O (stereo unspecified),6%,2%,8%
